RGS7-Gao reg: human RGS7-Galphao interaction regulation | P09471 | Multiplexed bead flow cytometry, RGS7-Galphao binding; actives lie on both sides | binding response (% of control), % at 10 µM | hit rate 0.35% among 220,000; in the data active = binding response below about 49% or above about 150%; inconclusive = no clear call, values can overlap the other calls; inactive = in between;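 note: fluorescent Galphao held in activated GDP-AlF4 state binding bead-coupled RGS7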
Bfl-1 Bim block: human Bim-Bfl-1 interaction inhibition. Q16548. Bead-based flow cytometry, Bim-Bfl-1 binding inhibition. inhibition, % at 10 µM. hit rate 0.12% among 190,000;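 note: 0% = wells without compound plus tracer and 100% = blocker peptide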
RGS8-Gao reg: regulators of human RGS8-Galphao interaction; multiplexed bead flow cytometry, RGS8-Galphao binding; actives lie on both sides; response (percent of control binding), % at 10 µM; hit rate 0.34% among 220,000; in the data active = response below about 60% or above about 140%; inactive = in between;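 note: Galphao activated as the GDP aluminium fluoride complex binding bead-coupled RGS8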
Bcl-W Bim block: human Bim-Bcl-W interaction inhibition; inhibition, % at 10 µM; bead-based flow cytometry, Bim peptide-Bcl-W binding; hit rate 0.02% among 190,000; Q92843; AID 952;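 note: 0% = bound tracer without compound and 100% = peptide blocker; higher means less fluorescent Bim peptide bound to Bcl-W beads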
Target sequence (Q92843 whole entry, looked up): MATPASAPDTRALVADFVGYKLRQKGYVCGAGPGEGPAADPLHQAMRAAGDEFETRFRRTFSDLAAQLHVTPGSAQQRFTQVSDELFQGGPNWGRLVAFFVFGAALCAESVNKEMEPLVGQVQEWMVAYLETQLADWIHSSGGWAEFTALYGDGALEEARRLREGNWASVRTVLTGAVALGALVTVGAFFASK
ABCB1 inh: human ABCB1 inhibition, ABCG2 as counter-screen | hit rate 0.067% among 190,000 | inhibition, % at 6.6 µM | CCRF-Adr cells, JC-1 efflux, flow cytometry | AID 1326 | P08183; in the data active = inhibition above about 40%;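 note: 0% = vehicle and 100% = reference inhibitor; higher value means more JC-1 retained so stronger ABCB1 efflux block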
Bcl-2 Bim block: human Bim-Bcl-2 interaction inhibition. P10415. Bead-based flow cytometry, Bim peptide-Bcl-2 binding. inhibition, % at 10 µM. hit rate 0.06% among 190,000; in the data active = inhibition above about 40%; inconclusive = no clear call, values can overlap the other calls;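 note: 0% = no compound wells with probe peptide and 100% = reference peptide inhibitor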
Target sequence (P10415 whole entry, looked up): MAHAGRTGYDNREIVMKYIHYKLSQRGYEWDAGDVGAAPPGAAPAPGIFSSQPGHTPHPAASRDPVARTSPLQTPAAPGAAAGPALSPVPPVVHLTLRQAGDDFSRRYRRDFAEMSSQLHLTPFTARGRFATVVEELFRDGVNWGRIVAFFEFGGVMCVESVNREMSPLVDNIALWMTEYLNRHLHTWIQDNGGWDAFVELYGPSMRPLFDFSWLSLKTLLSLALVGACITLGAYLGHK
Bim-Bcl-B: human Bim-Bcl-B interaction inhibition. Q9HD36. bead-based flow cytometry, Bim peptide-Bcl-B binding. inhibition, % at 10 µM. hit rate 0.073% among 190,000. AID 951;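 note: 0% = tracer peptide without compound and 100% = reference inhibitor peptide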
Target sequence (Q9HD36 whole entry, looked up): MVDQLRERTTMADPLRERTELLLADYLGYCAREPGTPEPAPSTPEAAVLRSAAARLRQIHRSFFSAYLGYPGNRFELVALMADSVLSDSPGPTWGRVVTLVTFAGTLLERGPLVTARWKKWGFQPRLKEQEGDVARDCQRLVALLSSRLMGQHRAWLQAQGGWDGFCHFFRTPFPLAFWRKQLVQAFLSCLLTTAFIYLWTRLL
GSH fluor: compound fluoresces at 488/530 nm on GSH beads; GSH beads flow cytometry, compound fluorescence 488/530 nm; active compounds read high; fluorescence (KMESF) at 10 µM; hit rate 0.25% among 190,000; AID 1776; in the data active = fluorescence above about 89;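 note: glutathione beads carrying GST-tagged Bcl family fusion proteins plus one bare bead set; values are compound well signal with DMSO vehicle wells as background; inactives centre near 16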
Bcl-XL Bim block: disrupts Bim peptide binding to human Bcl-XL | AID 1007 | Q07817 | inhibition, % at 10 µM | hit rate 0.04% among 190,000 | bead flow cytometry, fluorescence
Target sequence (Q07817 whole entry, looked up): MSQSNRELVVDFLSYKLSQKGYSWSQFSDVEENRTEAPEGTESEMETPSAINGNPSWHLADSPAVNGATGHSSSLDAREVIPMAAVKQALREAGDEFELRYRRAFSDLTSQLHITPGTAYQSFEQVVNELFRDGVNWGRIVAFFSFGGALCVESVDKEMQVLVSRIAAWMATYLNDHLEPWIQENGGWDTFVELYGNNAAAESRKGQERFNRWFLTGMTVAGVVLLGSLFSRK
ABCG2 inh: blocks JC-1 efflux by human ABCG2 transporter. Q9UNQ0. hit rate 0.1% among 190,000. inhibition, % at 6.6 µM. IgMXP3 cells, flow cytometry;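 active = inhibition above 80%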;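 note: 0% = DMSO and 100% = nicardipine control wells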
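Test system: ABCG2 IgMXP3 and barcoded ABCB1 CCRF-Adr cell mix; Schedule: cells with compound and JC-1, 10 min at 25 °C, rotating, no wash; Technique: flow cytometry of retained JC-1 fluorescence; Measure: % inhibition of efflux relative to nicardipine and DMSO; Controls: nicardipine high and DMSO low controls.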
RGS4-Gao reg: modulates binding of RGS4 to human Galphao; P09471; Multiplexed bead flow cytometry; actives lie on both sides; binding response (% of control), % at 10 µM; hit rate 0.33% among 220,000; AID 1415; in the data active = binding response below about 49% or above about 150%; inactive = in between;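 note: fluorescent Galphao activated with aluminum fluoride binding bead-coupled RGS4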
An asterisk follows results filed as active; ? = inconclusive. Cut-off read from the data, not from the text of the source, unless noted: active = inhibition above about 40%.

SMILES	RGS7-Gao reg	Bfl-1 Bim block	RGS8-Gao reg	Bcl-W Bim block	ABCB1 inh	Bcl-2 Bim block	Bim-Bcl-B	GSH fluor	Bcl-XL Bim block	ABCG2 inh	RGS4-Gao reg
O=C(NN1C(=O)C2C3C=CC(C4CC34)C2C1=O)c1ccc(Cl)cc1Cl (configuration not stated)	96	2	86	3	-0.1	0	0	20	1	0	97
CCCSc1nnc(-c2c[nH]c3ccccc23)n1C	101	-10	100	-1	0.6	-5	-5	17	-2	4	103
CCOC(=O)C1=NNC(C(=O)c2ccc(C)cc2)C1c1ccc(OC)cc1 (configuration not stated)	98	1	98	0	-0.2	0	-3	22	-3	0	99
Cc1[nH][nH]c(=O)c1C(c1ccc(-c2ccc(C(=O)O)cc2)o1)c1c(C)[nH][nH]c1=O	91	6	94	3	-0.2	6	7	16	2	0	96
O=C(O)c1cc2nc(-c3ccc(F)cc3)cc(C(F)(F)F)n2n1	100	-12	101	4	1.0	-10	-3	20	0	2	101
CCOc1cc(S(=O)(=O)N2CCCC2)c(C)cc1C	105	-3	107	0	0.4	0	2	19	2	1	105
Cc1cccc(NC(=S)N(Cc2cccs2)Cc2cc3cc(C)ccc3[nH]c2=O)c1	92	-1	79	-5	0.1	-3	-8	22	-6	-2	89
COC(=O)COc1cccc(NC(=O)c2ccccc2)c1	99	-14	100	1	0.5	-13	-12	14	-5	5	102
CCC(C)(C)n1nnnc1C(c1ccncc1)N1CCC(C)CC1 (configuration not stated)	102	7	102	3	0.0	-4	3	19	2	0	99
COc1ccccc1OCCSc1ncnc2nc[nH]c12	98	-12	100	0	0.6	-11	-7	26	-10	6	99
CCC(C)c1ccc(OCCN2CCCC2)cc1 (configuration not stated)	104	-19	100	-3	1.4	-14	-7	22	-8	6	101
CCC(c1c(C)n(C)n(-c2ccccc2)c1=O)c1c(C)n(C)n(-c2ccccc2)c1=O	104	-2	101	-4	1.2	-1	-9	9	-2	4	106

The last 3 records of the part above are carried over, then new ones follow:
SMILES	RGS7-Gao reg	Bfl-1 Bim block	RGS8-Gao reg	Bcl-W Bim block	ABCB1 inh	Bcl-2 Bim block	Bim-Bcl-B	GSH fluor	Bcl-XL Bim block	ABCG2 inh	RGS4-Gao reg
COc1ccccc1OCCSc1ncnc2nc[nH]c12	98	-12	100	0	0.6	-11	-7	26	-10	6	99
CCC(C)c1ccc(OCCN2CCCC2)cc1 (configuration not stated)	104	-19	100	-3	1.4	-14	-7	22	-8	6	101
CCC(c1c(C)n(C)n(-c2ccccc2)c1=O)c1c(C)n(C)n(-c2ccccc2)c1=O	104	-2	101	-4	1.2	-1	-9	9	-2	4	106
CCOc1ccc(N2C(=O)C3C(C2=O)C3(c2ccccc2)c2ccccc2)cc1 (configuration not stated)	108	0	112	0	0.7	-2	-5	10	-5	0	108
O=C(CCc1ccc(S(=O)(=O)N2CCOCC2)cc1)OCc1nc2ccccc2s1	102	-2	97	-2	0.5	-3	-1	17	-3	1	99
Cc1cc(-c2n[nH]c(=S)n2/N=C/c2ccccc2[N+](=O)[O-])n[nH]1	95	-8	100	-11	1.0	-10	-26	15	-9	7	92
O=c1ccc(C(F)(F)F)cn1Cc1cc(=O)n2ccsc2n1	96	-5	101	0	-0.4	-1	-3	12	0	4	100
COC(=O)c1ccc(/C=N/Nc2nc(-c3ccc(C)cc3)cs2)cc1	103	-12	100	-7	-0.3	-6	-20	17	-15	-2	102
O=C(c1cnn2c(C(F)F)cc(C3CC3)nc12)N1CCc2ccccc2C1	98	-11	98	-9	0.4	-12	-18	24	-11	23	100
Fc1ccccc1/C=C1\CCCC2=C1NC(=S)NC2c1ccccc1F (configuration not stated)	?	24	97	0	0.7	-1	-28	16	-6	3	100
COc1ccc(S(=O)(=O)NCCSCc2cccc(C)c2)cc1Br	98	0	100	1	0.0	-1	-2	11	-3	0	100
Cc1nnc(SCC(=O)NCc2ccc3c(c2)OCO3)s1	98	-4	100	-2	-0.1	-1	-1	24	-5	-1	99
CN1CCN(c2ccc(Cl)cc2NC(=O)C2COc3ccccc3O2)CC1 (configuration not stated)	97	-10	102	2	1.3	-1	-5	264*	-24	3	96
O=C(CN1CCN(c2ccc(Cl)cc2)CC1)c1ccc2c(c1)OCO2	98	-2	98	-3	0.6	-1	-1	11	-1	2	96
S=C(Nc1ccccc1)Nc1cccc(Cl)c1Cl	101	3	101	-5	-0.1	-2	-5	17	-6	-1	103
O=C(Cn1ncc2c1-c1ccccc1OC2)N1CCc2ccccc21	98	-11	99	3	-1.5	-10	-5	25	-2	-1	99
Cc1ccc(S(=O)(=O)Nc2cc(C(=O)NCCN3CCCC3)ccc2N2CCCCC2)cc1	107	1	104	1	2.1	2	0	15	2	11	106
O=C(Cn1nc(Cc2ccncc2)c2ccccc2c1=O)N1CCc2ccccc2C1	96	-11	99	1	0.9	-4	-4	19	-5	1	97
COc1ccc(NC(=O)CSc2nc(NS(=O)(=O)c3ccccc3)cc(=O)[nH]2)cc1	95	0	92	-5	-0.3	-1	-4	21	-5	-1	99
CCC1=NN2C(=N)/C(=C\c3cccn3-c3ccc(C)c(C)c3)C(=O)N=C2S1	99	-5	102	0	0.0	0	-1	10	-1	0	103
Cc1ccc(SCC(=O)NCc2cccnc2)cc1	99	-15	101	2	0.3	-4	-5	32	-6	8	101
CCC1CCCCN1C(=O)COC(=O)c1cc(Br)ccc1Cl (configuration not stated)	96	-1	100	-1	0.4	0	0	16	-4	0	97
O=C1c2ccccc2N2C(=O)c3ccccc3[C@H]2N1c1ccccc1	102	-12	102	1	0.8	-13	-7	26	-9	2	101
Cc1ccc(OCC(=O)N/N=C/c2cc([N+](=O)[O-])ccc2N2CCCCC2)cc1	78	-14	71	-7	1.8	-10	-9	13	-9	15	66
CCOc1cc(S(=O)(=O)NC2CCCCCC2)ccc1F	103	-8	102	0	0.2	-6	-4	15	-3	3	99
CC(C)(C)c1nnc(NC(=O)c2ccc(Cl)nc2)s1	97	3	97	2	5.2	4	3	11	2	23	96
CC1=NOC(=O)/C1=C\c1ccc(-c2cc(Cl)ccc2Cl)o1	91	0	64	0	-0.5	3	0	10	-4	-1	94
O=C(Oc1ccc(Br)cc1)c1n[nH]c(=O)c2ccccc12	?	-2	102	0	0.1	2	-5	17	3	0	100
CSCC[C@@H](C(=O)Nc1ccc2c(c1)OCCO2)N1Cc2ccccc2C1=O	96	-8	100	-2	1.4	-8	-7	15	-5	0	98
CCOC(=O)c1sc2nc(-c3ccccc3)ccc2c1N	100	0	102	-6	-2.2	0	-10	9	-6	-3	99
COc1ccc(N2CCN(C(=O)c3ccc(OCC4CCCO4)cc3)CC2)cc1 (configuration not stated)	100	0	104	-2	-0.4	-1	0	6	0	0	98
N#Cc1ccc(NC(=O)C2CC(c3ccc(F)cc3)=NO2)cc1 (configuration not stated)	108	-7	115	-7	0.9	-9	-6	35	-6	7	110
O=C1CCCc2nc(N3CCCCC3)sc21	97	-7	100	5	0.2	-3	-5	49	0	2	98
Cn1cnnc1SCC(=O)N(Cc1ccc2c(c1)OCO2)C1(C(=O)NC2CCCCC2)CCCC1	98	-1	90	0	0.6	0	0	9	-3	3	96
COc1cc(OC)cc(C(=O)NC2CCN(Cc3nnnn3Cc3ccc(F)cc3)CC2)c1	106	0	120	0	0.6	-1	-4	15	-1	4	104
CSC1=NC(NCCCO)c2c(sc3c2CC(C)(C)OC3)N1 (configuration not stated)	101	-3	101	-2	1.3	0	-5	29	-3	21	101
O=C(NCCc1ccccc1)C1CCN(S(=O)(=O)c2ccc(Br)s2)CC1	113	3	133	-2	1.0	-2	0	31	-1	5	121
CC(=O)C1C(=O)c2c(cccc2[N+](=O)[O-])C1=Nc1ccccc1C (configuration not stated)	95	0	102	0	1.5	2	0	8	-1	7	103
CN(C(=O)CSc1nnc(-c2ccc(F)cc2)c2ccccc12)C1CCS(=O)(=O)C1 (configuration not stated)	97	0	101	2	0.5	-1	-9	16	4	10	93
C/C(=C/C=N/Nc1nc(N2CCCCC2)nc(N2CCCCC2)n1)c1ccccc1	103	-17	99	-1	-0.4	-8	-9	34	-12	30	102
O=C1CCC(C(=O)OCc2cc(Cl)ccc2OC(F)F)N1 (configuration not stated)	101	0	107	-3	0.0	0	-2	27	-1	0	104
CCOc1ccc2[nH]c(C)c(CN3CCN(C)CC3)c(=O)c2c1	94	0	97	2	0.6	1	3	18	2	1	95
Cc1cc(NC(=O)c2ccc(Cl)cc2)c(C(C)C)cc1O	102	0	108	0	0.1	0	3	22	1	2	100
CCCCSc1[nH]c(=O)c(C(=O)OCC)cc1C#N	101	-11	101	-1	0.2	-8	-6	11	-6	3	102
FC(F)(F)c1ccc2c(c1)C1C=CCC1C(c1ccncc1)N2 (configuration not stated)	97	17	100	1	0.1	0	-3	12	-2	0	97
CCOC(=O)Cc1csc(NC(=O)c2ccncc2)n1	103	-1	108	0	0.4	-1	-2	18	0	5	100
CCC(CC)C(=O)Nc1cccc(C(=O)NCCc2ccccc2)c1	100	0	103	0	0.8	0	-2	12	-1	9	105
C=CCNC(=O)c1cc2nc(C3CC3)cc(C(F)F)n2n1	100	-1	99	-7	0.1	-6	-5	15	-4	2	98
Cc1ccc2[nH]c(C(=O)O)c(NC(=O)c3ccccc3[N+](=O)[O-])c2c1	93	-15	94	-5	0.2	-13	-11	10	-8	0	91
O=C(Cc1ccc(Cl)cc1Cl)Nc1ccc(OC(F)F)c(Cl)c1	97	-2	104	-4	-0.5	-6	-6	5	-7	-3	101
CCC(CC)C(=O)N1CCCC(c2nc(-c3cccs3)no2)C1 (configuration not stated)	87	0	90	-2	0.3	1	-2	13	-3	2	87
CCN(/N=C/c1ccc(N(C)C)cc1)c1nc2ccccc2[nH]1	95	9	100	6	1.4	4	-12	9	-2	45	96
CC(=O)Oc1ccc(NC(=O)Cc2ccccc2)cc1	103	-7	99	0	0.9	-5	-3	22	0	4	101
Cc1ccc[n+](-c2[nH]c(=O)sc2/C=N/NC(=O)c2ccccc2[O-])c1	105	-6	101	-4	0.2	-3	-10	11	-5	1	101
CCOC(=O)c1sc(NC(=O)COC(=O)C(CCSC)NC(C)=O)nc1C (configuration not stated)	85	-8	78	-2	0.0	-3	-4	13	-8	5	86
Cc1ccc(-n2c(=O)c3ccccc3n(CC(=O)C(C)(C)C)c2=O)cc1	104	2	104	-1	1.1	-4	-1	69	0	2	101
COc1ccc(-c2nnc(COc3ccc4ccccc4c3)o2)cc1OC	99	-2	102	2	0.7	-8	-4	14	-1	7	98
O=C(CSc1nc(Nc2ccccc2)nc(N2CCOCC2)n1)Nc1ccccc1Cl	105	0	106	0	0.2	-3	-10	40	-5	1	103
CN(Cc1ccccc1NS(=O)(=O)c1ccc(Cl)cc1)C1CCCCC1	101	1	100	0	0.7	-3	-1	12	-4	0	99

Screens as filed in PubChem BioAssay.
